Bioassay records from PubChem BioAssay.
Mtb UGM inh: Mtb UDP-galactopyranose mutase inhibition. purified UGM, fluorescence polarization probe displacement. inhibition, % at 10 µM. hit rate 0.06% among 320,000. AID 504406; in the data active means inhibition above about 10%, passing the limit was not always enough
Vc quorum ag: quorum light induction in luxS cqsA deficient V. cholerae; V. cholerae BH1578 lux reporter, luminescence, 6 h; activation, % at 18.7 µM; hit rate 0.16% among 350,000; in the data active means activation mostly above about 9.7%, no sharp cut-off; further: not every result past the cut was called active; inactives centre near 0; reference of the scale not given here
PfHsp40 rescue: compounds rescuing yeast from Plasmodium falciparum HSP40 toxicity; S. cerevisiae expressing PfHsp40, growth rescue, ATP luminescence; growth rescue, % at 12.5 µM; hit rate 0.68% among 340,000; in the data active means growth rescue above about 28%, passing the limit was not always enough;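 further: yeast W303a lacking pdr1 and pdr3 grown in galactose medium; growth measured after three days at 30 °C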
Mtb FBA inh: inhibits M. tuberculosis FBA enzyme; P9WQA3; purified M. tuberculosis FBA, fluorescence read-out; inhibition, % at 1 µM; hit rate 2.3% among 360,000; AID 588726; in the data active means inhibition above about 27%;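 further: 0% = vehicle and 100% = reference inhibitor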
TcdB inh: TcdB glycohydrolase inhibition; P18177; TcdB glycohydrolase enzymatic assay, plate reader; inhibition, % at 9.99 µM; hit rate 0.24% among 350,000; in the data active means inhibition above about 10%
Target sequence (P18177 whole entry, looked up): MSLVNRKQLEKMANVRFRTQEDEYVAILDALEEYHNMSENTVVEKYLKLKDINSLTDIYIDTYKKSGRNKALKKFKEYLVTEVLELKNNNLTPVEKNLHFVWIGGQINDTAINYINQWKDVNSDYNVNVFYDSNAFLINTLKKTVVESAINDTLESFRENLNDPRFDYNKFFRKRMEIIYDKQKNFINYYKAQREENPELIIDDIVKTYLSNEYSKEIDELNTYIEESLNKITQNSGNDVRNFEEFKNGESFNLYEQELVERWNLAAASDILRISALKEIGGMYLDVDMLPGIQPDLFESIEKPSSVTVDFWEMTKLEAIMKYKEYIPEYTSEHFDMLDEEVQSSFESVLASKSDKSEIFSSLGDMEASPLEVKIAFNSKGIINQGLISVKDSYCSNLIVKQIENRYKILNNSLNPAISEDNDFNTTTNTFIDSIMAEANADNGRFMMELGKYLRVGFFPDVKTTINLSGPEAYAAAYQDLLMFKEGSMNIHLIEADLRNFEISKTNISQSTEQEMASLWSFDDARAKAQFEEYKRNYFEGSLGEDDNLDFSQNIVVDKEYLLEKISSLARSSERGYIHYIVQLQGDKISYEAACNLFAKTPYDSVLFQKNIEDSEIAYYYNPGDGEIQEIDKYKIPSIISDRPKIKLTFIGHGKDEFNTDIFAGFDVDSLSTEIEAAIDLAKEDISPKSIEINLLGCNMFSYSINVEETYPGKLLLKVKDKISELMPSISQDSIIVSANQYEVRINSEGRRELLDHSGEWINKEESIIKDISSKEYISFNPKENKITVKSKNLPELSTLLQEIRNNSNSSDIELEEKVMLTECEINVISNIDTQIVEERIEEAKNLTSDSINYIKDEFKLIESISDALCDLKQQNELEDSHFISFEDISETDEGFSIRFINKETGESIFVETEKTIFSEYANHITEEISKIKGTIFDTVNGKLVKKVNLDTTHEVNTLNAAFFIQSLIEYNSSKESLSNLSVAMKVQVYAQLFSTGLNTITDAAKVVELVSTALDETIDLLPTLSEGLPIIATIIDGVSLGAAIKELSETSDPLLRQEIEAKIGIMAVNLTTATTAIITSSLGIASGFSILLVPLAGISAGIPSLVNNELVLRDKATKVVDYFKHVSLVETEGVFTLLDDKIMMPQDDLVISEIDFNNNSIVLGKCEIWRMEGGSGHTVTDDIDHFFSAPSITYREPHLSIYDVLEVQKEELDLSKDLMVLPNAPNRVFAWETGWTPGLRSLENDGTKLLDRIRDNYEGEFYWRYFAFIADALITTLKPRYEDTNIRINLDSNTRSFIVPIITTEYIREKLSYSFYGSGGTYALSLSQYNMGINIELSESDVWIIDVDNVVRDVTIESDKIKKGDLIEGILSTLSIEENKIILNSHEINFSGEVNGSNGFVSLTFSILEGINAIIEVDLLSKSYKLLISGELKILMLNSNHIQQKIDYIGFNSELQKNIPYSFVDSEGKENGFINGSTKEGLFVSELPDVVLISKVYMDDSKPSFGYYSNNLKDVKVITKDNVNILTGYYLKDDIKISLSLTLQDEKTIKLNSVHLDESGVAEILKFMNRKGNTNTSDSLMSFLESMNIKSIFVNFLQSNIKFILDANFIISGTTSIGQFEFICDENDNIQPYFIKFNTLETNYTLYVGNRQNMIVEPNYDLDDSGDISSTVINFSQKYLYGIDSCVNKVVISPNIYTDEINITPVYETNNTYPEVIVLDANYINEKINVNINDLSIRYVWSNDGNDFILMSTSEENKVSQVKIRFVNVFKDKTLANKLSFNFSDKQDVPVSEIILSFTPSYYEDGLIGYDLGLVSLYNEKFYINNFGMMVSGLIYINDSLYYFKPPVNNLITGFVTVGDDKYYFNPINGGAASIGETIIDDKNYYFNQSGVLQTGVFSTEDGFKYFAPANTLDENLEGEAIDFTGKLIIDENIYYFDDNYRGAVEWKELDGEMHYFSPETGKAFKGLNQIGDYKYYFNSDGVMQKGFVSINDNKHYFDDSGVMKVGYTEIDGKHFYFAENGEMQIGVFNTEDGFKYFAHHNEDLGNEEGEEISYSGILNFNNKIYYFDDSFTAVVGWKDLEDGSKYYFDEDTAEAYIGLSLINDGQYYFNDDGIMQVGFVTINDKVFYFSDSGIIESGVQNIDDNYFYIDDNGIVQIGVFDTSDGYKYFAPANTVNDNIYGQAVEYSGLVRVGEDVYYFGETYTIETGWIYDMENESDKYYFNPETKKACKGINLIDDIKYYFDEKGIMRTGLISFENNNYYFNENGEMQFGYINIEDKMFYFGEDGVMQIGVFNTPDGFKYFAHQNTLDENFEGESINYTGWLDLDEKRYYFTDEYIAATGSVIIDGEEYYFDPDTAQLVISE
FadD28 FP inh: M. tuberculosis FadD28 bisubstrate binding inhibition; inhibition, % at 12.5 µM; hit rate 0.22% among 360,000; FadD28 bisubstrate probe binding, fluorescence polarization; AID 588549; in the data active means inhibition above about 8.5%, passing the limit was not always enough
GDH-TPI counter: inhibits GDH-TPI coupling enzymes, artifact for Mtb FBA screen | hit rate 1.2% among 360,000 | GDH-TPI coupled enzyme counterscreen, NADH absorbance | AID 588335 | inhibition, % at 4.8 µM; in the data active means inhibition above about 30%;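 further: 0% = DMSO wells and 100% = wells lacking the enzyme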
BioA inh: BioA (M. tuberculosis) enzyme inhibition | purified M. tuberculosis BioA enzyme, plate reader | inhibition, % at 9.99 µM | hit rate 0.096% among 360,000 | AID 602481; in the data active means inhibition above about 40%
Yp Topo-I inh: inhibitors of Yersinia pestis topoisomerase I. Y. pestis Topo-I cleavage product accumulation, plate reader. activity, % at 10 µM. hit rate 0.064% among 360,000. AID 504884; in the data active means activity above about 50%, passing the limit was not always enough; further: inactives centre near 2
* hit, by the source's call; i = inactive; / = not tested or not shown.

SMILES	Mtb UGM inh	Vc quorum ag	PfHsp40 rescue	Mtb FBA inh	TcdB inh	FadD28 FP inh	GDH-TPI counter	BioA inh	Yp Topo-I inh
COc1ccc(CCCNC(=O)C2CCC(=O)N(CCCN3CCCC3=O)C2)cc1 (stereo unspecified)	0.4	-0.2	-0.6	-1.1	1.8	-4.1	2.2	-0.5	6.7
CCN(CC)C1CCN(C(=O)c2ccc(OC3CCN(CCc4ccccc4)CC3)cc2)C1 (stereo unspecified)	0.4	-9.2	0.8	6.5	0.1	0.5	-6.7	-3.7	-5.8
O=Cc1c(-[n+]2ccccc2)nc([O-])n1-c1ccccc1	-0.3	3.6	-0.1	0.9	/	-3.8	-2.2	0.3	-6.9
Cc1ccccc1C(=O)c1c[nH]c(C(=O)N=CN(C)C)c1	-0.5	-0.3	-0.8	-4.1	1.7	-2.7	10.5	/	1.3
CCCCCC(=O)N1C[C@@H](O)[C@H](n2cc(COC(=O)c3ccccc3)nn2)C[C@@H]1c1ccc(OC)cc1	/	-0.3	/	4.1	1.3	-0.8	-2.4	/	21.3
Nc1ccc(-c2c3ccc(=O)cc-3oc3cc(O)ccc23)c(C(=O)O)c1	45.3*	-3.2	-0.4	-18.7	/	4.8	11.8	i	4.0
COc1ccccc1-c1cc(C(=O)N2CCN(c3ccc(F)cc3)CC2)no1	-0.8	0.2	1.1	-0.5	/	-0.6	3.8	-0.6	11.8
CCCc1cc(=O)[nH]c(SCC(=O)NN(c2ccccc2)c2ccccc2)n1	-3.0	-1.5	2.0	-1.1	0.7	-0.4	6.1	/	-1.8
CC1CC(C)CN(S(=O)(=O)c2cccc(C(=O)N3C(=O)c4cccc(N)c4C3=O)c2)C1 (stereo unspecified)	0.3	i	0.5	2.9	-0.9	-5.2	-1.5	-1.4	-8.5
Cc1ccc(-n2cc(C(=O)O)c(=O)cc2C)c(C)c1	1.5	-0.5	-0.4	-0.2	-4.5	-1.9	-2.5	-0.1	-5.2
Cc1c(Cl)cnc(NC(=O)COC(=O)CCC(=O)c2cccs2)c1Cl	/	-0.3	-1.2	-3.2	0.9	-1.2	4.6	/	2.1
O=C(Nc1cn(-c2ccccc2)nc1-c1ccccc1)c1ccccc1	-4.8	-2.6	2.1	-0.6	0.7	-1.1	1.1	/	9.0
Cc1ccc(S(=O)(=O)N2CCCC(C(=O)NC3CCCC3)C2)cc1Cl (stereo unspecified)	0.1	-0.2	-0.5	-1.0	0.0	2.2	-5.9	-1.2	6.2
CCOC(=O)C1CC=C(Cl)CC1C(=O)Nc1nccs1 (stereo unspecified)	-2.9	i	-1.1	4.4	/	0.8	-4.3	/	5.9
CCC(Oc1ccccc1)C(=O)N1CCC(C(N)=O)CC1 (stereo unspecified)	-1.9	-0.8	-0.3	3.2	/	-2.0	11.2	/	4.6
COc1ccc(CNC(=O)c2ccc(-c3ccccc3)cc2)cc1OC	-3.0	-0.9	-0.4	1.7	/	-0.9	-3.5	/	10.1
O=C(CCCN1C(=O)/C(=C/c2ccccc2Cl)SC1=S)NNC(=O)c1cccnc1	0.0	i	-1.4	-3.1	0.7	-1.1	16.2	/	21.5
Cn1c(Cn2c(=O)sc3ccccc32)nnc1SCc1ccccc1	-1.7	-0.4	0.4	-1.5	1.8	-1.9	0.0	1.1	12.3
Cc1cc(C)cc(OCC(=O)Nc2cc(C)on2)c1	0.1	-0.2	-0.8	2.1	0.8	-4.4	-8.8	-0.3	3.7
Cc1cc(C)c2nc(SCCC#N)nc(C)c2c1	-0.6	i	-0.8	8.1	/	-2.9	2.7	0.2	2.0
Cc1ccc(S(=O)(=O)N2CCOCC2)cc1NC(=O)COC(=O)C1CCC1	/	-0.6	/	-0.9	0.7	-2.3	3.6	0.7	2.7
CCOc1ccccc1N(C(=O)c1snc(C(N)=O)c1N)C(C(=O)NC1CCCC1)c1ccco1 (stereo unspecified)	1.2	i	-0.8	12.2	/	-0.7	6.7	-1.3	0.6
Cc1c(C=O)c2ccccc2n1Cc1ccc([N+](=O)[O-])cc1	0.1	-0.4	-0.1	0.9	0.9	-1.9	7.6	2.6	-4.4
O=C1OC(c2ccc(Br)cc2)=N/C1=C\N1CCCCC1	1.5	-0.3	1.0	-2.4	/	-0.7	20.4	-0.8	18.2
O=C(CC1Nc2ccccc2NC1=O)NCC1COc2ccccc2O1 (stereo unspecified)	-1.8	-5.3	2.0	6.7	/	-0.8	16.1	-1.3	5.4

(further entries)
SMILES	Mtb UGM inh	Vc quorum ag	PfHsp40 rescue	Mtb FBA inh	TcdB inh	FadD28 FP inh	GDH-TPI counter	BioA inh	Yp Topo-I inh
COc1ccccc1NC(=O)N1CCN(c2cc(-c3ccccc3)nc3ncnn23)CC1	-3.5	-2.0	2.6	5.2	0.7	-0.6	13.7	2.9	-4.4
Cc1ccc(-c2cc(C(F)F)n3ncc(C(=O)N4CCCCC4c4cccnc4)c3n2)cc1 (stereo unspecified)	1.2	-0.6	1.7	-0.4	1.0	-0.1	16.5	/	-11.2
O=C(C(=O)c1cc(Br)ccc1O)c1cc(Br)ccc1O	/	/	111.8*	-2.5	2.0	1.9	12.4	/	-1.3
O=C(CCn1c(=O)sc2ccccc21)NCc1ccc2c(c1)OCO2	3.0	-7.1	0.1	-7.0	/	-1.1	-4.2	8.5	-5.3
CC(=O)N1c2ccc(S(=O)(=O)N3CCC(C(=O)Nc4ncccc4C)CC3)cc2CC1C (stereo unspecified)	0.7	-0.3	-0.2	-2.9	0.1	0.0	-2.7	-2.3	-3.4
CCNC(=S)NNC(=O)c1csc(C(C)C)c1	-3.8	-0.3	-1.4	-3.8	/	0.2	0.9	/	-1.0
CCOCCCNC(=O)C(NC(=O)c1ccc(NC(C)=O)cc1)c1ccccc1 (stereo unspecified)	-2.3	-0.1	0.1	-1.7	1.7	-4.1	-1.1	/	0.1
Cc1ccc(-n2c(SCC(=O)NCCN3C(=O)CSC3=O)nnc2-c2ccccc2F)cc1	-1.5	i	1.4	0.3	/	-4.0	11.4	/	18.4
O=C(Nc1cnc2ccccc2c1)C1COc2ccccc2O1 (stereo unspecified)	-1.1	-0.3	4.6	1.9	/	-1.6	-2.5	2.8	0.1
COCCN1C(=O)c2ccc(C(=O)Nc3nccs3)cc2C1=O	-1.3	i	0.1	-2.5	/	0.0	18.5	-1.3	7.1
O=C(NC(=S)Nc1ccc(CN2CCOCC2)cc1)c1cc2ccccc2o1	2.4	1.0	0.3	2.1	-0.2	1.1	10.1	/	8.3
COC(=O)c1c(NC(=O)CN2C(=O)C(=O)N(CC(C)C)C2=O)sc(C)c1C	0.1	-0.4	0.1	1.2	-1.2	0.1	-2.8	-1.1	15.1
COc1ccc([C@H]2[C@@H]3C=CCC[C@@]3(C)C(=O)N2Cc2ccccc2)cc1Cl	0.6	i	0.0	0.4	1.1	-1.8	12.1	-3.6	-12.0
CC(NC(=O)COC(=O)COc1ccc(Cl)cc1)c1ccccc1 (stereo unspecified)	-1.9	0.4	-1.1	-4.2	1.1	-3.3	-0.4	2.4	2.0
COc1cc(Cl)c(NS(=O)(=O)c2c(C(=O)N3CCCC3)c(C)n(C)c2C)c(OC)c1	2.4	-0.4	-1.2	0.7	1.5	-2.8	-1.7	0.6	-7.0
CCOC(=O)CSc1nc2ccc(Nc3nc(N4CCOCC4)nc(N4CCOCC4)n3)cc2s1	-1.3	-0.3	-1.3	1.3	/	-0.5	12.8	-0.7	7.6
O=C(O)C1CC2C3CC(C(=O)O)C(C3)C2C1 (stereo unspecified)	/	-3.8	1.3	4.7	2.2	-1.1	4.4	/	-4.3
CC(C)C(OC(=O)c1cccs1)C(=O)NC1CCCCC1 (stereo unspecified)	0.9	i	-0.4	3.3	/	-3.3	-12.2	-3.8	1.2
CC(C)N1CCN(Cc2cc(F)ccc2-n2cccn2)CC1CCO (stereo unspecified)	0.7	0.7	-0.6	37.5*	-0.2	0.0	-3.8	/	3.6
O=C(c1cc(-c2ccccc2)on1)N1CCCc2ccccc21	-3.4	i	0.0	-3.9	0.5	-4.8	0.8	/	19.9
CC(C)c1ccc2[nH]c(O)c(N=NC(=O)c3ccc(CSc4nncn4C)cc3)c2c1	/	-0.4	-0.1	3.2	/	-3.6	8.2	0.4	-3.8
Cc1ccc(S(=O)(=O)Nc2cccc(C(=O)NCCCN3CCCC3=O)c2)cc1F	1.9	i	0.5	3.6	1.8	0.8	-4.3	-1.0	-4.3
O=C(CSCC(=O)NC1CC1)Nc1ccccc1	1.7	13.3	0.3	-0.5	/	-1.8	5.5	-0.6	0.6
CCOC(=O)c1cc(-c2ccccc2)nc2c1c(C)nn2-c1ccccn1	1.7	4.2	2.6	13.4	/	-1.2	8.6	-0.4	4.4
CSc1nsc(SC)c1C(=O)N1CCN(S(=O)(=O)c2ccc(C)cc2)C1C(C)C (stereo unspecified)	2.5	-0.5	1.8	0.0	/	-9.7	4.2	-0.2	22.5

Just PfHsp40 rescue, Mtb FBA inh and FadD28 FP inh, for 4 of the compounds above:
molecule	PfHsp40 rescue	Mtb FBA inh	FadD28 FP inh
CC(NC(=O)COC(=O)COc1ccc(Cl)cc1)c1ccccc1 (stereo unspecified)	-1.1	-4.2	-3.3
COc1cc(Cl)c(NS(=O)(=O)c2c(C(=O)N3CCCC3)c(C)n(C)c2C)c(OC)c1	-1.2	0.7	-2.8
CCOC(=O)CSc1nc2ccc(Nc3nc(N4CCOCC4)nc(N4CCOCC4)n3)cc2s1	-1.3	1.3	-0.5
O=C(O)C1CC2C3CC(C(=O)O)C(C3)C2C1 (stereo unspecified)	1.3	4.7	-1.1

Next section
SMILES	Mtb UGM inh	Vc quorum ag	PfHsp40 rescue	Mtb FBA inh	TcdB inh	FadD28 FP inh	GDH-TPI counter	BioA inh	Yp Topo-I inh
C[C@]12c3[nH]c4ccccc4c3CCN1C(=O)C(CC(=O)NCCN1CCOCC1)C[C@@H]2C(=O)N1CCCCC1 (stereo partly specified)	1.9	-1.9	-0.9	-0.3	0.9	-2.8	4.2	0.8	1.4
COc1ccc(NS(=O)(=O)c2cccc(C(=O)NCC(c3ccc(OC)cc3)N3CCCCC3)c2)cc1 (stereo unspecified)	/	-0.9	-0.7	1.8	0.9	-0.8	6.4	-1.6	-16.1
C=CCNS(=O)(=O)c1ccc(OCC(=O)OCC)cc1	1.1	-0.6	-0.6	2.8	0.3	-0.8	8.2	0.0	12.4
CCCn1c2ccccc2c2cnn(CC(=O)NCCCN3C(C)CCCC3C)c(=O)c21 (stereo unspecified)	4.0	i	0.5	9.4	0.4	-2.9	1.5	-1.6	-5.8
Cc1ccc(NCc2nc(SCC(=O)Nc3ccccc3)n[nH]2)cc1	0.8	i	-1.3	-6.4	-0.4	-3.0	-14.6	0.4	-7.8
O=C(c1ccc(Cl)cc1)C1CCN(C(=O)NC2CCCCC2)CC1	-0.1	1.2	6.5	1.3	/	0.1	2.5	2.2	25.5
N#CC(C#N)=NNc1ccc(S(=O)(=O)N2CCCCC2)cc1	1.3	0.7	-0.4	-3.4	-1.6	-0.1	13.3	-0.4	-5.2
Cc1ccc2[nH]c(=O)c(CN(C)C(=O)c3cccs3)cc2c1	3.5	-0.8	-0.9	-0.2	1.1	-0.4	10.8	0.4	15.0
C=C1CCN([C@H](C(=O)O)C(C)C)S(=O)(=O)c2ccccc21	-0.6	i	-0.4	-0.6	0.4	-1.0	0.9	-1.7	8.1
Cc1cc(O)c(C(=O)/C=C/c2ccccc2Br)c(=O)o1	-0.1	0.4	6.8	0.5	0.8	-2.0	8.6	-1.5	-2.8
Cn1c(=O)c2c(-c3ccc(C(C)(C)C)cc3)n(N3CCOCC3)cc2n(C)c1=O	-1.0	0.7	-1.0	2.2	/	2.2	12.5	0.8	-1.1
COc1ccc(CC(=O)N2CCN(C)CC2)cc1	/	2.4	-1.7	1.7	/	-0.2	11.7	0.6	-2.1
CC1CCC2C(=O)N(c3cccc(OS(=O)(=O)c4ccccc4)c3)C(=O)C2C1 (stereo unspecified)	2.5	-0.5	2.7	1.9	-0.3	-4.6	-4.4	0.6	3.6
CCc1nc2ccc(C(=O)Nc3cccc(OC)c3)cn2c1N(CCC(C)C)CCN(C)C	/	-0.3	/	-1.3	0.8	-3.3	11.0	0.2	-16.1
COc1cnc(SCc2c(Cl)cccc2Cl)nc1Cl	-2.2	-0.2	-0.1	-1.1	0.1	-32.0	-9.9	-1.7	25.8
COc1ccc(NC(=O)c2cc3c(CO)cnc(C)c3oc2=Nc2cccc(F)c2)c(OC)c1	0.2	i	0.2	0.7	0.2	-2.5	1.3	-1.2	3.7
